ERK EGF inh: inhibitors of EGF-stimulated ERK signaling pathway. HEK293-V1b, EGF-stimulated phospho-ERK AlphaScreen. Potency, µM (doses to about 11.5 µM), inactives show at the top dose activity change, negative = inhibition, actives largely listed as inhibitors. 130,000 tested, 0.41% active; active = well fitted inhibition curve with a large enough effect; inconclusive = small, poorly fitted or top-dose-only effect, or effect the other way;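 also: plate controls were stimulated vehicle wells for no effect and unstimulated vehicle basal for full effect; nearly all actives have a fitted effect of over 55% in size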
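Concentration-response of compounds against EGF-driven ERK phosphorylation in V1b-expressing HEK293 cells; 30 min preincubation, 5 min EGF, AlphaScreen detection; Normalized to DMSO basal and 25 nM EGF.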
* marks the source's active call; other numbers are inactive results; ? = inconclusive; [ ] = dose if it differs, or a comment. Potency is read from the fitted curve at half-maximal effect. A portion of the library; rates above refer to the full screens.

#	SMILES	ERK EGF inh
1	Nc1cc(S(=O)(=O)N2CCCCC2)ccc1Oc1ccccc1	3%
2	Cc1ccc2c(c1)N(C(C)C(=O)NCc1ccc3c(c1)OCO3)C(=O)CO2 (stereo not drawn)	-2%[57.5 µM]
3	COc1ccc(CN2C(=O)c3c(c(C)n(C)c3C)C2C(=O)NC2CCC(C)CC2)cc1 (stereo not drawn)	-2%
4	O=[N+]([O-])c1ccc(OCC(O)CN(C2CCCCC2)C2CCCCC2)cc1 (stereo not drawn)	-1%
5	Cc1cccc(Nc2nnc(SCC(=O)NC(=O)Nc3ccc4c(c3)OCCO4)s2)c1	0%
6	CN(C)C(=O)COc1ncnc2scc(-c3ccc(F)cc3)c12	-7%
7	c1ccc2c(Nc3nncs3)c3ccccc3nc2c1	12%[57.5 µM]
8	COc1cc(-c2cc(-c3ccc(O)cc3)nc(N)c2C#N)ccc1O	-7%
9	O=C(O)c1cc2ncc(-c3[nH]ncc3[N+](=O)[O-])cn2n1	2%[57.5 µM]
10	Nc1c(C(=O)c2ccco2)oc2ccccc12	-6%
11	O=C(CN1CCN(CC(=O)Nc2ccccc2F)CC1)Nc1ccc2c(c1)OCCO2	3%
12	O=C(CSc1nc2ccc(Cl)cc2[nH]1)NCCc1ccccc1	7%
13	O=C(CCc1n[nH]c(=O)[nH]c1=O)N/N=C/c1ccc(Br)o1	-6%
14	CCOC(=O)N1CCC(N2C(=O)c3ccccc3C2Nc2ccc(S(=O)(=O)N3CCOCC3)cc2)CC1 (stereo not drawn)	7%[57.5 µM]
15	CCC(C)C(NC(=O)c1ccc(Cl)cc1Cl)C(=O)O (stereo not drawn)	-4%
16	CCNc1ccc(C(=O)O)cc1N	-3%
17	O=C(COc1ccccc1F)N1CCN(S(=O)(=O)/C=C/c2ccccc2)CC1	7%
18	COc1ccccc1C(=O)OCn1nnc2ccccc2c1=O	-1%[57.5 µM]
19	CN(Cc1cccnc1)C(=O)CC1C(=O)NCCN1Cc1ccc(-c2ccccc2)cc1 (stereo not drawn)	2%
20	COc1ccc(-n2nnnc2SCC(=O)NCc2cccs2)cc1	1%
21	CCOc1ccc(-n2c(C)cc(/C=N/Nc3nc(C)cc(=O)[nH]3)c2C)cc1	19%[57.5 µM]
22	COC(=O)CSc1nccc(-c2ccc(F)cc2)c1C#N	-8%
23	COc1ccc(NS(=O)(=O)c2ccc(Cl)c(C(=O)O)c2)cc1S(=O)(=O)N1CCCCC1	-3%
24	COc1ccccc1CN(C)C(=O)C1(c2ccc(Cl)cc2)CC1	-7%
25	O=C1C(=O)N(Cc2cccc([N+](=O)[O-])c2)c2ccccc21	-6%
26	O=C(CSc1nc(-c2ccccc2Cl)ns1)NCc1ccc2c(c1)OCO2	3%
27	Cc1ccc(CNC(=O)/C=C/C(=O)O)cc1	-5%
28	N#Cc1ccc(CN2CCCC3(CCN(C(=O)c4ccncc4)CC3)C2)cc1	-1%
29	COc1ccccc1/C=N/NC(=O)CSc1cc(C)nc2ccccc12	-6%
30	Fc1cc(NC(=S)NCc2ccc(CNC(=S)Nc3ccc(Cl)c(F)c3)cc2)ccc1Cl	?
31	O=C(COc1cccc2c1CCN(Cc1ccccc1)C2=O)N1CCCCC1	2%
32	Cc1ccc(C(=O)OC[C@H]2O[C@H](Cl)C[C@@H]2OC(=O)c2ccc(C)cc2)cc1	1%
33	CCCCN1C(=S)NC[C@@H]1Cc1cccc2ccccc12	-17%[57.5 µM]
34	C/C(=N/NS(=O)(=O)c1ccccc1)c1ccc(NC(=O)C(F)(F)F)cc1	-6%
35	Cc1ccc(S(=O)(=O)N(Cc2cc3cccc(C)c3[nH]c2=O)c2ccccc2)cc1	0%
36	CN(CC(O)CON=C1c2ccccc2-c2ccccc21)S(=O)(=O)c1ccc(Br)cc1 (stereo not drawn)	14%
37	CNC(=S)Nc1cccc(C(=O)OC)c1	14%[57.5 µM]
38	CCn1cc(C(=O)O)c(=O)c2cc(F)c(N3CCN(C(=S)NC(=O)c4ccccc4C)CC3)cc21	3%[57.5 µM]
39	NC12CC3CC(C1)CC(O)(C3)C2	-8%[57.5 µM]
40	COc1ccc(NC(=S)N/N=C/c2cccn2Cc2ccccc2F)cc1	-9%
41	COc1ccc(-c2ccc(SCC(=O)c3cccs3)nn2)cc1	?
42	Cc1cccc(NC(=S)N2CCN(S(=O)(=O)c3cccc(F)c3)CC2)c1	-6%
43	CN(C)/N=C/c1cn(-c2ccccc2)nc1-c1cccnc1	-3%
44	COCCNC(=O)c1ccc2c3n(nc2c1)-c1ccccc1CO3	-2%[57.5 µM]
45	S=c1[nH]nc(-c2ccc(Br)cc2)n1Cc1ccccc1	6%
46	O=C(NNC(=O)c1cccc(Br)c1)C(=O)N1CCCCC1	6%
47	COc1ccc(-c2cc(C(F)F)n3ncc(C(=O)Nc4cccc(S(=O)(=O)N5CCOCC5)c4)c3n2)cc1	-6%
48	COc1ccc(C(=O)/C(C#N)=N/Nc2cccc([N+](=O)[O-])c2)cc1	-6%

Looked up by compound from above:
#	SMILES	ERK EGF inh
38	CCn1cc(C(=O)O)c(=O)c2cc(F)c(N3CCN(C(=S)NC(=O)c4ccccc4C)CC3)cc21	3%[57.5 µM]
43	CN(C)/N=C/c1cn(-c2ccccc2)nc1-c1cccnc1	-3%
41	COc1ccc(-c2ccc(SCC(=O)c3cccs3)nn2)cc1	?
42	Cc1cccc(NC(=S)N2CCN(S(=O)(=O)c3cccc(F)c3)CC2)c1	-6%

Continued.
#	SMILES	ERK EGF inh
49	CCC(C)n1c(SCC(=O)/C(C#N)=C(\C)N)nc2ccccc2c1=O (stereo not drawn)	1%
50	COc1ccc(-n2c3c(cc(C(=O)NNc4ccccc4C)c2=O)C(=O)CC(C)(C)C3)cc1	7%
51	CC(C)(C)c1ccc(-c2noc(-c3ccc4c(c3)CCO4)n2)cc1	-4%[57.5 µM]
52	COC(=O)/C(=C\c1ccc(O)cc1)c1nc2ccccc2[nH]1	-4%
53	O=C1Nc2ccc(Cl)cc2/C1=C/C1CC=CCC1 (stereo not drawn)	3%
54	O=c1nc(/C=C/c2cccn2-c2ccc([N+](=O)[O-])cc2)cc(C(F)(F)F)[nH]1	-3%
55	Cc1ccc(S(=O)(=O)NC(=O)N2CCN(Cc3c(F)cccc3Cl)CC2)cc1	-3%[57.5 µM]
56	CCOC(=O)c1c(-c2ccc(OC)cc2)nc2nonc2c1N	1%
57	CCCS(=O)(=O)N1CCC(Cc2ccc(OC)cc2)(C(=O)OCC)CC1	5%
58	O=C(Oc1ccc2c(=O)c(Oc3ccc4ccccc4c3)coc2c1)c1cccnc1	1%
59	CC(C)(C)OC(=O)NNC(=O)c1cccs1	-2%
60	COCCNC(=O)c1nc2ccccc2s1	0%
61	COc1ccc(CNC(=O)C/C(C)=N/NC(=O)COc2ccc(C)cc2Br)cc1	4%
62	CCOC(=O)C1(O)CC(C)=NN1C(=O)c1cccc(Cl)c1 (stereo not drawn)	9%
63	CCOc1ccc(Cc2n[nH]c(=S)n2Cc2ccccc2)cc1	-3%
64	Cc1ccc(NS(=O)(=O)c2cc(C(=O)OCC(=O)NCC3CCCO3)ccc2C)cc1 (stereo not drawn)	8%
65	Fc1ccc(N2CN(Cc3cccnc3)CNC2=S)cc1	-18%[57.5 µM]
66	CC(Oc1ccc(F)cc1)C(O)CCN(C)C (stereo not drawn)	-11%
67	O=c1ccc(Cc2ccc(Cl)cc2)n[nH]1	-9%
68	COc1ccccc1CC(=O)NNS(=O)(=O)c1ccc([N+](=O)[O-])cc1	5%
69	Cc1cc(C)n(CCC(=O)N/N=C/c2ccc(O)cc2)n1	-3%
70	CN1/C(=C/C(=O)CSc2ccccc2C(=O)O)C(C)(C)c2ccccc21	10%[57.5 µM]
71	Oc1ccccc1Nc1nc(NCc2ccco2)c2ccccc2n1	32µM*
72	CN1CCCN([C@@H](c2ccccc2)c2ccc(Cl)cc2)CC1	4%[25.7 µM]

By substructure, the compounds so far with a nitro group on carbon (6)
#	SMILES	ERK EGF inh
4	O=[N+]([O-])c1ccc(OCC(O)CN(C2CCCCC2)C2CCCCC2)cc1 (stereo not drawn)	-1%
9	O=C(O)c1cc2ncc(-c3[nH]ncc3[N+](=O)[O-])cn2n1	2%[57.5 µM]
25	O=C1C(=O)N(Cc2cccc([N+](=O)[O-])c2)c2ccccc21	-6%
48	COc1ccc(C(=O)/C(C#N)=N/Nc2cccc([N+](=O)[O-])c2)cc1	-6%
54	O=c1nc(/C=C/c2cccn2-c2ccc([N+](=O)[O-])cc2)cc(C(F)(F)F)[nH]1	-3%
68	COc1ccccc1CC(=O)NNS(=O)(=O)c1ccc([N+](=O)[O-])cc1	5%

New compounds follow
#	SMILES	ERK EGF inh
73	C=CCNc1nc2ccccc2c(=O)[nH]1	-8%
74	COc1ccc(C(=O)/C(=C\c2sccc2C)c2nc3ccccc3o2)cc1	4%
75	C=CC(=O)NC(NC(=O)C=C)c1ccccc1F	-3%[57.5 µM]
76	COc1ccccc1N1CCN(C(=O)c2cccc(Oc3ccccc3)c2)CC1	4%
77	O=C(/C=C/c1cccc([N+](=O)[O-])c1)c1cccs1	7%
78	CCc1ccc(NC(=O)c2ccc(F)c(S(=O)(=O)NCC3COc4ccccc4O3)c2)cc1 (stereo not drawn)	-2%
79	CCNC(=O)NC(=O)COC(=O)CCc1nc(=O)c2ccccc2n1C	0%
80	CCCCOc1ccc(CN(C)c2ncnc(N)n2)cc1	1%
81	COc1ccc(NC(=O)N/C=C/c2ccccc2)cc1	-8%
